# Source: PubChem BioAssay (National Center for Advancing Translational Sciences (NCATS))
# Tau FP inhib – qHTS for Inhibitors of Tau Fibril Formation, Fluorescence Polarization; Potency, µM (series often up to 57.7 µM), without a hit: at the highest dose activity, negative = inhibition, hits mostly inhibitors; K18 P301L tau heparin fibrillization, Alexa594 FP, 6 h; 0.39% of 280,000 active; also: % is scaled to controls: 0 for no effect and ±100 for the full control effect; nearly all actives have a fitted effect of over 55% in size
# Target sequence (P10636 561-689 P618L limits assumed): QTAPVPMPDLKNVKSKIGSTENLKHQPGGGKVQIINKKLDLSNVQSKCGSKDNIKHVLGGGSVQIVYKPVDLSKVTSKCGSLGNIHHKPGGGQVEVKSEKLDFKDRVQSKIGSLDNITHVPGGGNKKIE
#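 Heparin (20 uM) drove fibril formation of recombinant tau K18 P301L, 15 uM unlabeled with 0.24 uM Alexa 594 label, for 6 hr at 37 C in 100 mM sodium acetate pH 7. Fluorescence polarization (555/632 nm) read 1 hr after 30 uM ThT.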
# Tau ThT inhib – qHTS for Inhibitors of Tau Fibril Formation, Thioflavin T Binding. Microtubule-associated protein tau (Homo sapiens), P10636. 2.1% of 270,000 active. Potency, µM (doses to about 57.4 µM), for the others: top-dose activity, negative = inhibition, actives largely listed as inhibitors. recombinant tau K18 P301L, heparin-induced fibrillization, ThT fluorescence; also: % is scaled to controls: 0 for no effect and ±100 for the full control effect; nearly all actives have a fitted effect of over 55% in size
#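 In this qHTS, human K18 P301L tau is incubated with compound and heparin for 6 hr at 37 C, and Thioflavin T fluorescence then reports fibril load.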
# RECQ1 inh – qHTS Assay for Inhibitors of RecQ-Like Dna Helicase 1 (RECQ1); ATP-dependent DNA helicase Q1 (Homo sapiens), P46063; RECQ1 DNA unwinding, red fluorescence kinetic read; Potency, µM (series often up to 57.3 µM), without a hit: top-dose activity, negative = inhibition, hits mostly inhibitors; 0.54% of 240,000 active;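 also: plate controls were vehicle for no effect and no enzyme for full effect; nearly all actives have a fitted effect of over 30% in size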
# Target sequence (P46063 whole entry, looked up): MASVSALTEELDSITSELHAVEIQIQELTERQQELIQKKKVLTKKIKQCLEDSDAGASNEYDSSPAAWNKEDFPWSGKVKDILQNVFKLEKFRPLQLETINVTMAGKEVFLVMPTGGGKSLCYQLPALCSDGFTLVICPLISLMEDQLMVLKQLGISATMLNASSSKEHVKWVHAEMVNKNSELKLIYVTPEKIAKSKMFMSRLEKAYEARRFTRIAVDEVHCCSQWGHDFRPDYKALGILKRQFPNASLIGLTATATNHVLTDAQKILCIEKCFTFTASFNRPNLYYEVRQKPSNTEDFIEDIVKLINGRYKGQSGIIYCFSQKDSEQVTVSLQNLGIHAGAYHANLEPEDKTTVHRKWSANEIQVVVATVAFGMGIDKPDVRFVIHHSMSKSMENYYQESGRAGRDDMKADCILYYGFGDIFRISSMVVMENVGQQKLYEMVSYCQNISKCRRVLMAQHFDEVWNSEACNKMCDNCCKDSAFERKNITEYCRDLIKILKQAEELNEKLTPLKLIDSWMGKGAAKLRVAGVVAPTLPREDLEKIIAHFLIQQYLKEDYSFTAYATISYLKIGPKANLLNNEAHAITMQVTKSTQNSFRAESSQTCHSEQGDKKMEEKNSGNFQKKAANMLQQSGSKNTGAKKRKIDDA
#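 50 nM RECQ1T1 preincubated 15 min with compound in Tris pH 8.0 buffer with MgCl2, DTT, Tween-20 and 2.5 ug/ml poly(dI-dC); started with 200 nM TAMRA/BHQ-2 forked duplex and 2 mM ATP. Unwinding read as fluorescence (525/598 nm), two reads 2 h apart.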
# Tau fluor counter – Counterscreen qHTS for Inhibitors of Tau Fibril Formation, Fluorescence Polarization | AID 1463, 2008 | tau K18 P301L (four-repeat tau fragment) Alexa594 fluorescence, heparin fibrillization | 0.93% of 280,000 active | Potency, µM (series often up to 57.7 µM), inactives show at the top dose activity change, negative = decrease; also: % is scaled to controls: 0 for no effect and ±100 for the full control effect; nearly all actives have a fitted effect of over 55% in size
#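 Human K18 P301L tau (15 uM unlabeled plus 0.24 uM Alexa 594-labeled, final) in 100 mM sodium acetate pH 7 was mixed with compound and 20 uM heparin and incubated 6 hr at 37 C.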
# TR SRC2 fluor cs – Total Fluorescence Counterscreen for Inhibitors of the Interaction of Thyroid Hormone Receptor and Steroid Receptor Coregulator 2; AID 1479, 2009; TRb/SRC2 Texas Red total fluorescence interference; Potency, µM (series often up to 106 µM), without a hit: top-dose fluorescence change, negative = quenching; 0.29% of 280,000 active; active = well fitted curve in either direction with a large enough effect; inconclusive = small, poorly fitted or top-dose-only effect; also: % is scaled to controls: 0 for no effect and ±100 for the full control effect
#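 Flags fluorescent or light-absorbing compounds by total fluorescence, S + 2P, at 555 nm excitation and 632 nm emission. Mixture: 20 nM Texas Red SRC2 peptide, 0.6 uM human TRb LBD, 1 uM T3, 5% DMSO; compound exposure 5 h at ambient temperature.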
# HTT cytoprotect – qHTS Multiplex Assay to Identify Dual Action Probes in a Cell Model of Huntington: Cytoprotection (ATP). PC12 HTT-Q103 induced, cytoprotection, ATP luminescence, 40 h. Potency, µM (doses to about 56.4 µM), for inactives: cytoprotection (ATP increase), hits mostly activators. 0.14% of 230,000 active. AID 1471, 2008;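 also: % of control where 0% means no effect; nearly all actives have a fitted effect of over 45% in size; toxic huntingtin expression switched on by the ecdysone agonist tebufenozide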
#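 Compounds added alongside 100 nM tebufenozide, which induces toxic Q103 huntingtin exon 1-GFP in stable PC12 cells; surviving cells quantified by luminescent ATP measurement. Medium: phenol red-free DMEM, 5% equine and 5% calf serum.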
# TRb-SRC2 inh – qHTS for Inhibitors of the Interaction of Thyroid Hormone Receptor and Steroid Receptor Coregulator 2; Thyroid hormone receptor beta (Homo sapiens), P10828; TRbeta-SRC2 peptide binding, fluorescence polarization; receptor liganded with 1 µM T3; Potency, µM (series often up to 106 µM), inactives show top-dose activity change, negative = inhibition, most hits filed as inhibitors; 0.065% of 280,000 active;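 also: plate controls were bound peptide for no effect and peptide without receptor for full effect; nearly all actives have a fitted effect of over 50% in size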
#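 Assay buffer: 20 mM Tris-HCl, 100 mM NaCl, 10% glycerol, 1 mM EDTA, 0.01% NP-40, 1 mM DTT, 1 uM T3, 5% DMSO; TRb LBD 0.6 uM, Texas Red SRC2 20 nM; FP after 5 hr.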
# L3MBTL1 block – qHTS Assay for the Inhibitors of L3MBTL1; Lethal(3)malignant brain tumor-like protein 1 (Homo sapiens), Q9Y468; AlphaScreen L3MBTL1–H3K9me1 peptide binding; Potency, µM (doses to about 57.1 µM), for inactives: at the highest dose activity, negative = inhibition, hits mostly inhibitors; 0.66% of 230,000 active; AID 485360, 2010; also: % is scaled to controls: 0 for no effect and ±100 for the full control effect; nearly all actives have a fitted effect of over 60% in size
#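 L3MBTL1 (50 nM) pre-complexed 30 min with biotinylated H3(1-15)K9me1 peptide (75 nM), then compounds added for 30 min at room temperature; AlphaScreen streptavidin donor/nickel chelate acceptor beads (10 ug/mL final) read after 30 min dark incubation.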
# * = called active by the depositor; i = inactive; ? = inconclusive; nt = not tested or not shown; [ ] = remark or other dose. Unless noted, calls follow the shape of the dose curve; as a rule, active = well fitted curve in the direction sought with a large enough effect; inconclusive = small, poorly fitted or top-dose-only effect, or another doubt; inactive = no such curve, though single readings can be large; an effect the other way counts as inactive or inconclusive. Potency is read from the fitted curve at half-maximal effect. This is a subset. The share of hits here may be higher or lower than overall.
SMILES,Tau FP inhib,Tau ThT inhib,RECQ1 inh,Tau fluor counter,TR SRC2 fluor cs,HTT cytoprotect,TRb-SRC2 inh,L3MBTL1 block
CSCCC(NC(N)=O)C(=O)Nc1cccc(S(=O)(=O)N2CCOCC2)c1 (configuration not stated),-2%,5%,-5%,3%,-2%,-11%,-6%,5%
O=c1n(Cc2cc3c(cc2Cl)OCO3)c(=O)n2n1CC[C@H]1/C(=N\OC[C@@H](O)COCc3ccco3)[C@H]3O[C@@H]3[C@@H](O)[C@@H]12,-1%[11.6 µM],-3%[11.5 µM],-13%[11.5 µM],2%[11.6 µM],0%[11.2 µM],-13%[10 µM],1%[11.2 µM],nt
O=C(NCc1n[nH]c(=S)n1Cc1ccccc1)c1ccccc1,4%,-3%,-12%,4%,1%,-28%,-15%,5%
Cc1ccc(N2CCN(C(=O)c3cccc([N+](=O)[O-])c3)CC2)cc1Cl,6%,?,-7%,-26%,-8%,15%,2%,-8%[11.4 µM]
Cc1ccc(CNS(=O)(=O)c2ccc3[nH]c4c(c3c2)CCCCC4)cc1,?,3%,nt,?,-4%,nt,-3%,nt
CC(C)C(=O)Nc1cccc(C(=O)Nc2cc([N+](=O)[O-])ccc2F)c1,-3%,-18%,-5%,-18%,-7%,nt,-3%,-2%
CC(=O)Nc1ccc(-n2cc3c(c2-c2ccc(C)cc2)c(=O)n(C)c(=O)n3C)cc1,-10%,-8%,nt,-21%,3%,nt,-7%,nt
Cc1ccc(CNC(=O)c2oc3c(c2C)-c2nn(Cc4ccc(Cl)cc4)cc2CC3)cc1,0%,-2%,nt,-8%,3%,nt,2%,nt
CCCCCCCCC[n+]1cccc2c3ccccc3ccc21,0%,-7%,8%,3%,-1%,-70%[inhibitor],-8%,11%
NS(=O)(=O)c1ccc(CCNC(=O)C2CCN(S(=O)(=O)c3cnc[nH]3)CC2)cc1,-2%,-17%,-7%,-11%,-3%,9%[10 µM],-10%,-1%
CC1=C(C(=O)OC2CCCCCC2)C(c2ccc(Cl)cc2Cl)CC(=O)N1 (configuration not stated),-4%,-14%,nt,-22%,-2%,nt,-1%,nt
CC(=O)c1c(C)[nH]c(C(=O)OCC(=O)Nc2ccc(C)cc2[N+](=O)[O-])c1C,6%,?,-14%,?,-1%,11%[10 µM],-3%,-11%
O=C(N/C(=C/C=C/c1ccccc1)C(=O)N1CCCCC1)c1ccc([N+](=O)[O-])cc1,11%,?,-2%,-29%,-3%,-48%[inhibitor],-3%,nt
CCCNCc1cc(OC)c(OCC(=O)Nc2ccccc2)cc1Br,-9%,2%,i,-4%,-2%,-12%[10 µM],0%,5%
O=C(Nc1ccccc1N1CCOCC1)c1ccc(Cl)nc1,5%,-7%,-9%,-5%,4%,3%,5%,nt
O=C(CCn1cnnn1)Nc1cccc(F)c1,4%,-3%,-2%,-7%,-3%,1%,5%,-23%
Cc1ccc(OCCNS(=O)(=O)c2ccc(N3CCCC3=O)cc2)cc1C,-3%,-13%,-5%,-8%,-3%,-16%,5%,-3%
O=c1c2ccccc2c(-c2ccccc2)nn1-c1ccccn1,-13%,-4%,-2%,-9%,1%,-25%,3%,-17%
COc1ccc(CCNC(=O)c2cnc3sc(N4CCCCC4)nn3c2=O)cc1OC,1%,-9%,nt,-5%,-1%,nt,-2%,nt
CCCC(=O)C1=C(O)C(C(=O)OC)C(C)(C)CC1=Nc1ccc(N)cc1 (configuration not stated),-1%,-8%,i,-7%,-6%,-79%[inhibitor],-11%,1%
N#Cc1ccc(-c2ccc(OCC(=O)NCC(=O)Nc3ccc(F)c(F)c3F)cc2)cc1,?,?,-6%,13%,-2%[53 µM],-6%[10 µM],8%[53 µM],7%
O=C(Nc1ncccc1O)c1c(O)c2ccccc2[nH]c1=O,4%,?,i,1%,-2%,4%[10 µM],5%,-4%
O=C(NCC(c1cccs1)N1CCOCC1)c1ccc(Br)o1 (configuration not stated),-2%,0%,i,6%,2%,-71%[inhibitor],5%,nt
CCOC(=O)CSc1nc(-c2ccc(OC)cc2)cc(C(F)(F)F)c1C#N,?,6%,nt,2%,?,nt,-12%,nt
CC1(C)C2CCC13CS(=O)(=O)NC3C2 (configuration not stated),1%,-7%,6%,2%,-5%,5%[10 µM],5%,1%
COc1ccc(OCC(O)CNCCNc2nccc(C(F)(F)F)n2)cc1 (configuration not stated),0%,-12%,-10%,-11%,-1%,-14%[10 µM],1%,3%
CCOC(=O)c1cnc2ccc(OC)cc2c1NCCc1ccccc1,4%,?,nt,-13%,-4%,nt,2%,nt
O=C(COC(=O)/C=C/c1ccc(Br)o1)Nc1ccccc1F,0%,-9%,-17%,-7%,-4%,-31%[inhibitor],-3%,?
COCCCNC(=O)CCCCCNS(=O)(=O)c1ccc(Br)cc1,-4%,-4%,-13%,-5%,-2%,14%,-1%,nt
COc1ccc(Cl)cc1NC(=O)c1ccccc1C,-12%,-7%,-4%,-16%,-2%,-17%[1.9 µM],-12%,17%
CCN(CC(=O)NC(C)C)C(=O)c1ccc(S(=O)(=O)N(C)c2ccccc2OC)cc1,-5%,7%,-25%,4%,-4%,-3%,0%,1%
O=S(=O)(c1ccc(NC2CCCCC2)cc1)N1CCOCC1,1%,-8%,i,-3%,-4%,4%,5%,nt
CC(C)(C)C(=O)N1CCC(O)(CS(=O)(=O)Cc2ccccc2)CC1,-1%,4%,-3%,9%,-5%,13%[10 µM],-4%,-5%
Cc1nnc(NC(=O)CSc2ccc(-c3ccc(Cl)cc3)nn2)s1,-6%,-17%,-14%,-9%,-1%,-20%,4%,nt
Cc1ccc(C(=O)N2CCN(c3cc4c(cc3[N+](=O)[O-])n(C)c(=O)n4C)CC2)cc1,-6%,-16%,-4%,-3%,-2%,-22%,-11%,4%
O=C(CCC(=O)OCC(F)(F)C(F)F)NCc1ccccc1,7%,3%,-3%,11%,-2%,19%,1%,3%
COc1cc2ccccc2cc1C(=O)Nc1ccc2oc(-c3cc(Br)ccc3Cl)nc2c1,-4%,-1%,nt,-5%,-7%,nt,-6%,nt
CCOC(=O)c1c(NC(=O)c2ccc(C)cc2)sc2c1CC(C)(C)NC2(C)C,-3%,1%,i,-7%,-4%,-11%[10 µM],4%,4%
O=Cc1cn(CC(=O)Nc2ccc3c(c2)OCO3)c2ccccc12,-6%,-9%,i,-9%,-1%,-1%,-5%,nt
O=C(CSc1nnnn1-c1ccc(O)cc1)N1N=C(c2ccc3ccccc3c2)CC1c1ccccc1 (configuration not stated),25µM*,?,25%,?,1%,-36%,1%,0%
CCOC(=O)C1=C(C)NC(=S)NC1c1ccc(-c2ccc(Cl)cc2)o1 (configuration not stated),2%,-9%,-16%,-17%,-3%,15%[10 µM],-1%,-10%
O=C(O)CSc1nnc(Cc2cccc3ccccc23)n1-c1cc(C(F)(F)F)cc(C(F)(F)F)c1,-4%,0%,0%,2%,-3%,21%[10 µM],-1%,-3%
O=C1C=C(c2ccc(Cl)cc2)C(=O)N1Nc1ccccc1,5%,?,i,0%,1%,-8%,-5%,nt
COc1ccc(OC)c(CNC(=O)CCn2c(=O)c3cccn3c3ccc(F)cc32)c1,-17%,8%,nt,3%,-23%,nt,3%,nt
Cc1ccc(NC(=O)N2CCN(c3ccc(Cl)c(Cl)c3)CC2)cc1,?,?,nt,?,1%,nt,-4%,nt
O=C1C=C(NC2CC2)C2(CCCCC2)O1,-5%,-4%,i,-7%,-1%,2%,-7%,4%
Cc1ccc(-n2c3c(cc(C(=O)NCc4ccco4)c2=O)C(=O)CCC3)cc1,-4%,-4%,-19%,-6%,-1%,4%[10 µM],-7%,-7%
C=CCN(CC=C)C(=O)C1CCC(C(=O)N(CC=C)CC=C)CC1 (configuration not stated),0%,-1%,-4%,-9%,-3%,-9%[10 µM],-9%,7%
C=CCSC(=S)Nc1c(C)n(C)n(-c2ccccc2)c1=O,-7%,-15%,i,2%,1%,-6%,-4%,-5%
CC(C)C[C@H](NC(=O)c1nc[nH]c1C(=O)N[C@@H](CC(C)C)C(=O)OC(C)(C)C)C(=O)OC(C)(C)C,-13%,-12%,-21%,-22%,-3%,17%[10 µM],4%,nt
CCOc1ccc(NC(=O)Cn2c(=O)n(CCC(=O)NCCc3ccccc3)c(=O)c3ccccc32)cc1,-10%,2%,nt,-1%,-1%,nt,-7%,nt
